mIAP act: mouse IAP activation; muIAP, CDP-Star luminescence, 30 min; hits give high values; 1 = vehicle-only enzyme signal, 0 = enzyme-free wells; activation factor at 10 µM; 330,000 compounds, 0.24% hits; AID 2805;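 active means activation factor of at least 2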; further: the source names both 10 and 20 µM as test concentration; values of inactives mirror those of a sister screen read the other way
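Assay system: mouse IAP enzyme; Reagent: CDP-Star chemiluminescent phosphatase substrate; Compound: DMSO-dissolved test compounds; Incubation: 30 min, room temperature; Technique: luminescence from enzymatic CDP-Star hydrolysis; Controls: DMSO-only wells and no-enzyme negative control.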
mIAP block: mouse IAP inhibition. purified mouse IAP, CDP-Star luminescence, 30 min. AID 2806. 330,000 compounds, 0.2% hits. inhibition, % at 10 µM;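 active means inhibition of at least 40% at 10 µM in the primary screen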;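 further: plate controls were DMSO with enzyme for no effect and no enzyme wells for full effect; values of inactives mirror those of a sister screen read the other way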
hIAP inh: blocks human intestinal alkaline phosphatase. P09923. purified IAP, CDP-Star luminescence, 30 min. inhibition, % at 10 µM. 330,000 compounds, 0.12% hits;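 active means inhibition reaching a set limit with compound at 10 µM in the primary screen, cut at about 35% in these data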;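 further: plate controls were DMSO wells with enzyme for no effect and no-enzyme buffer wells for full effect; values of inactives mirror those of a sister screen read the other way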
A3G deaminase: blocks human APOBEC3G single-stranded DNA deamination; 330,000 compounds, 0.28% hits; recombinant A3G, ssDNA deamination FAM/TAMRA fluorescence; inhibition, % at 20 µM;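 active means inhibition of at least 40% at 20 µM, with no more than 30% in the related APOBEC3A deaminase screen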;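 further: plate controls were DMSO wells with A3G for no effect and wells lacking A3G enzyme for full effect; some compounds called inactive have numbers as strong as hits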
Target sequence (Q9HC16 whole entry, looked up): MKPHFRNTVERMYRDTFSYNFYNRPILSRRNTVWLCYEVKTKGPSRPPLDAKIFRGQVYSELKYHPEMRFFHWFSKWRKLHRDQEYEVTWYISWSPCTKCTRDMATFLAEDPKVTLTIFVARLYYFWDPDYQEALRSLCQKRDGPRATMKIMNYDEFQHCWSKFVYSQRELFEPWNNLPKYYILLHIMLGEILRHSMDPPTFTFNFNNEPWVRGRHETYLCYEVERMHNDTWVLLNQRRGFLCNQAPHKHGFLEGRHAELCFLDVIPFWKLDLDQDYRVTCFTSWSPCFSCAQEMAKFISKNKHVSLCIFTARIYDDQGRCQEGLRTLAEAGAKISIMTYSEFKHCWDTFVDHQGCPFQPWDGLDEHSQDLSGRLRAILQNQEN
hIAP activ: human IAP activation | 330,000 compounds, 0.16% hits | AID 2524 | activation factor at 10 µM | purified human IAP, CDP-Star luminescence, 30 min; hits give high values; 1 = vehicle-only enzyme, 0 = enzyme-free background;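 active means activation factor of the enzyme at least 2-fold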; further: the source names both 10 and 20 µM as test concentration; values of inactives mirror those of a sister screen read the other way
MPTP block: permeability transition pore inhibition; AID 602449; 360,000 compounds, 1.4% hits; inhibition, % at 10 µM; isolated mouse mitochondria, Ca2+ swelling absorbance, 30 min;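 active means inhibition of 50% or more, scaled per plate between neutral and stimulator controls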;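 further: 0% = DMSO wells given calcium and 100% = 1 mM EGTA wells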
GRIN3A LBD mod: NR3A (human) ligand-binding domain modulation. Tm shift relative to glycine control, % at 25 µM. NR3A LBD differential scanning fluorimetry, Tm shift; 0% = protein alone, 100% = glycine-bound protein. 340,000 compounds, 2.5% hits;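 active means melting temperature shift of at least 10% of the positive control shift, at one fixed dose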
beta cell repl: induces beta-cell replication in MIN6 cells | MIN6 cells proliferation, ATPlite luminescence, 48 h; cells starved in 0.2% serum; 100% = growth in 10% serum | proliferation, % at 10 µM | 330,000 compounds, 0.29% hits | AID 2380;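 active means compounds whose signal lies at least 3.5 SD above the mean of all wells on their plate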;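 further: 0% = DMSO-treated cells in low-serum medium and 100% = 10% serum control; some compounds called inactive have numbers as strong as hits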
A3A deaminase: human APOBEC3A DNA deaminase inhibition. P31941. recombinant A3A, FAM/TAMRA ssDNA deamination fluorescence. inhibition, % at 20 µM. 330,000 compounds, 0.41% hits;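 active means at least 40% inhibition at 20 µM here, with at most 30% in a related deaminase screen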;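 further: plate controls were A3A with DMSO for no effect and wells lacking A3A enzyme for full effect; some results filed as inactive read as strong as hits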
Target sequence (P31941 whole entry, looked up): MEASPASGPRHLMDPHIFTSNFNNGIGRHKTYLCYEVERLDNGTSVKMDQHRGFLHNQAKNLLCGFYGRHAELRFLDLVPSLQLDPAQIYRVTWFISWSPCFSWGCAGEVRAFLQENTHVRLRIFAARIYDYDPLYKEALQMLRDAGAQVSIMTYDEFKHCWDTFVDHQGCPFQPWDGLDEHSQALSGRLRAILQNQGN
* marks the source's active call; other numbers are inactive results; . = no result given; & = joins results of further samples. Compounds as they come; 5% or so of the library scored in one or more.

SMILES	mIAP act	mIAP block	hIAP inh	A3G deaminase	hIAP activ	MPTP block	GRIN3A LBD mod	beta cell repl	A3A deaminase
O=c1c(C/C=C/c2ccccc2)c(O)nc2n1CCCS2	1	-4	-9	-4	1.1	1.0	-1	-1	-6
COc1ccc(S(=O)(=O)N2CCCCCC2)cc1N(C)S(=O)(=O)c1ccccc1	1.2	-19	-4	-1	1	0.2	12*	0	-2
CC(NC(=S)Nc1ccc(S(=O)(=O)N2CCOCC2)cc1)C1CC2CCC1C2 (stereo not given)	4*	-302	-45	-2	1.5	93*	7	-6	-1
Cc1cc(=O)oc2c1ccc1ccccc12	1	-1	6	-6	0.94	0.3	0	-3	-7
CCOC(=O)c1ccc(/C=C2/C=C(c3ccccc3)N(c3ccc(Cl)c(C(=O)O)c3)C2=O)cc1	0.9	10	2	9	0.98	8.0	21*	-6	23
Cc1nn(CC(=O)N2CCCc3ccccc32)c(C)c1[N+](=O)[O-]	1	-4	3	0	0.97	-1.8	0	1	1
COC(=O)[C@@H]1CC[C@H](C)[C@@H](c2ccc(C)cc2)N1C(=O)c1ccc(/C=N/OCC[C@@H]2C=C[C@H](OC(C)=O)[C@@H](COC(C)=O)O2)cc1	0.82	18	16	-13	0.84	.	.	-4	0
CC(OC(=O)c1ccc(NS(=O)(=O)c2ccc3[nH]c(=O)[nH]c3c2)cc1)C(=O)Nc1cccc(Cl)c1Cl (stereo not given)	1	-2	-9	-10	1.1	4.5	8	-2	-6
Cc1ccccc1Cn1nc(C)c(NC(=O)C(F)(F)F)c1C	1.1	-13	-7	-6	1.1	0.4	-4	-2	-3
Cc1sc2ncnc(NCc3cccnc3)c2c1C	1	-3	9	-3	0.91	12	-21	-2	0
CCOC(=O)N1CCN(C(=O)COc2ccc(Cl)c(C)c2)CC1	1.1	-5	-2	3	1	-0.7	0	-3	2
Cc1nc2ccccc2c(=O)n1-c1ccc(NS(=O)(=O)c2ccccc2)cc1	0.99	1	-19	3	1.2	0.4	1	-3	-3
Cn1cnnc1Sc1ccc(C(F)(F)F)cc1[N+](=O)[O-]	1	-1	4	-2	0.96	-0.7	-2	1	1
CCOC(=O)c1sc2ncn(/N=C/c3ccc(O)cc3)c(=O)c2c1C	0.95	5	-17	-3	1.2	0.6	9	-3	0
COC(=O)c1ccc(/C=N/NC(=O)c2ccccc2Cl)cc1	1.1	-11	-6	-8	1.1	-0.7	-1	1	-3
CCS(=O)(=O)C(=C1Nc2ccccc2N1)S(=O)(=O)CC	1	-3	-17	-2	1.2	-1.1	-1	-2	-1
Cn1c(=O)c2c(SCc3ccccn3)nc(CC(C)(C)C)nc2n(C)c1=O	1	-4	-4	1	1	-0.1	-8	-5	2
O=S(=O)(c1ccccc1)N(Cc1ccccc1)c1ccccn1	0.91	9	12	-4	0.88	-1.5	-1	-2	0
CC(C)OC(=O)c1cccc(C(=O)OCc2ccco2)n1	0.98	2	2	0	0.98	0.2	-1	3	0
Cc1cc(NN)nc(NS(=O)(=O)c2ccccc2Cl)n1	0.92	8	-3	-7	1	-0.5	-1	1	1
Cc1onc(-c2ccccc2)c1C(=O)OCC(=O)N(CC(C)C)c1c(N)n(Cc2ccccc2)c(=O)[nH]c1=O	1	-3	-12	-2	1.1	-0.6	1	-5	2
COc1ccc(/C=C2\SC(=N)N(c3nccs3)C2=O)cc1OC	0.96	4	13	1	0.87	0.8	-30	-5	1
COc1cccc2c(=O)n(CC(=O)N3CCCCC3)ccc12	1.1	-6	-23	-4	1.2	-0.2	3	-2	-9
COc1ccccc1NS(=O)(=O)c1cc(NC(=O)c2ccc(Cl)nc2)ccc1N1CCCC1	0.79	22	8	66*	0.92	-1.4	8	-6	2

The list goes on, overlapping the part above by two compounds.
SMILES	mIAP act	mIAP block	hIAP inh	A3G deaminase	hIAP activ	MPTP block	GRIN3A LBD mod	beta cell repl	A3A deaminase
COc1cccc2c(=O)n(CC(=O)N3CCCCC3)ccc12	1.1	-6	-23	-4	1.2	-0.2	3	-2	-9
COc1ccccc1NS(=O)(=O)c1cc(NC(=O)c2ccc(Cl)nc2)ccc1N1CCCC1	0.79	22	8	66*	0.92	-1.4	8	-6	2
CCc1ccc(Cc2cnc(NC(=O)C3=NCCN3)s2)cc1	0.92	8	-45	-8	1.5	0.4	0	-4	3
Cc1ccccc1CSCC(=O)c1c(N)n(CC(C)C)c(=O)n(C)c1=O	1.1	-5	10	-6	0.9	-0.5	-13	-1	-1
Cc1ccc(C(=O)OCC(=O)N2C(C)CCCC2C)cc1S(=O)(=O)N1CCOCC1 (stereo not given)	0.95	5	-12	-3	1.1	-0.5	0	2	0
C/C(CC(=O)Nc1ccc2c(c1)OCCO2)=N\NC(=O)C(=O)Nc1ccccc1C	0.82	18	27	-2	0.73	0.6	1	5	-2
Cc1cc(C)c2c(N)c(C(=O)Nc3ncc(C)s3)sc2n1	0.83	17	3	-5	0.97	-0.3	-8	-4	-2
COCCN(CC(=O)Nc1ccc(F)cc1)S(=O)(=O)c1ccc(S(=O)(=O)N2CCCC2)cc1	0.88	12	2	-2	0.97	1.5	3	2	-2
N#Cc1ccc(C(=O)OCCCc2cc3ccccc3c(=O)o2)cc1	1.1	-6	-6	-11	1.1	0.4	2	2	-1
O=C(COc1cccnc1[N+](=O)[O-])Nc1ccccc1Sc1ccccc1	0.98	2	14	-5	0.86	18	-29	3	1
COc1ccc(-n2c3c(cc(C(=O)NCc4ccco4)c2=O)C(=O)CC(C)(C)C3)cc1	1.1	-6	2	-2	0.98	-2.5	-1	1	6
CCC1Nc2ncnc(N3CCCCC3)c2N(Cc2ccc(Cl)cc2)C1=O (stereo not given)	0.93	8	15	-6	0.85	-1.5&0.7	-3	-5	-4
N#C/C(=C\C=C\c1ccccc1)C(=O)NCc1cccnc1	0.93	8	9	-9	0.91	-0.8	1	-2	1
COCCNC(=O)c1ccc(C)c(NC(=O)C2=C(C)OCCS2)c1	1	-4	6	-1	0.94	-1.1	-3	-1	-2

An excerpt from above in order of the A3G deaminase value, highest first:
molecule	mIAP act	mIAP block	hIAP inh	A3G deaminase	hIAP activ	MPTP block	GRIN3A LBD mod	A3A deaminase
Cc1nc2ccccc2c(=O)n1-c1ccc(NS(=O)(=O)c2ccccc2)cc1	0.99	1	-19	3	1.2	0.4	1	-3
Cc1nn(CC(=O)N2CCCc3ccccc32)c(C)c1[N+](=O)[O-]	1	-4	3	0	0.97	-1.8	0	1
COc1ccc(S(=O)(=O)N2CCCCCC2)cc1N(C)S(=O)(=O)c1ccccc1	1.2	-19	-4	-1	1	0.2	12*	-2
CCOC(=O)c1sc2ncn(/N=C/c3ccc(O)cc3)c(=O)c2c1C	0.95	5	-17	-3	1.2	0.6	9	0
Cc1cc(C)c2c(N)c(C(=O)Nc3ncc(C)s3)sc2n1	0.83	17	3	-5	0.97	-0.3	-8	-2

More entries follow:
SMILES	mIAP act	mIAP block	hIAP inh	A3G deaminase	hIAP activ	MPTP block	GRIN3A LBD mod	beta cell repl	A3A deaminase
Cc1ccccc1C(=O)NNC(=O)CCc1ccccc1	0.92	8	-3	-4	1	-1.8	-2	8	2
CCCNC(=O)CCn1c(=S)oc2ccccc21	1.1	-14	-12	-4	1.1	1.0	0	-1	0
O=C1CSC(=Nc2ccc(Cl)cc2)N1Cc1ccco1	1	-2	-36	-3	1.4	1.8	-1	0	-3
Cn1c(=O)c2c(O)c(C=NCc3ccccc3)c(=O)n(C)c2n(C)c1=O	1.2	-17	1	-9	0.99	0.8	0	2	-3
CCC(=O)NCCCCNC(=O)CC	0.98	2	15	2	0.85	-1.3	0	-2	6
CC1CCc2sc(C(=O)NCC(c3ccco3)N3CCCCC3)cc2C1 (stereo not given)	1.1	-10	27	-3	0.73	0.7	-2	-6	-2
Cc1cc(=O)n2nc(N3CCCC(C(=O)NCc4cccc(Br)c4)C3)sc2n1 (stereo not given)	1	-4	-6	2	1.1	-0.1	-3	-1	2
CC(=O)Nc1ccc(NC(=O)CSc2nnc(CC(C)O)n2-c2ccccc2)cc1 (stereo not given)	1	-1	25	-3	0.75	3.1	1	-1	-1
COc1ccc(N(CC(=O)Nc2ccc(C)cn2)S(=O)(=O)c2c(C)noc2C)cc1	0.97	3	2	-2	0.97	-2.1	2	-1	-2
COc1ccc(C(C)=O)cc1CSc1nnc(C)s1	1.1	-6	-14	2	1.1	-0.2	2	-3	-3
O=C(c1cccc(S(=O)(=O)Nc2ccccc2Cl)c1)N1CCN(C(=O)c2ccco2)CC1	1	-2	5	-9	0.95	-0.1	1	1	-4
COc1ccc(CNC(=O)CSc2nc3ccccc3n2C(C)=O)cc1	0.95	4	8	-8	0.92	-0.2	-1	-2	-2
O=C1CCCC2=C1C(c1cccs1)n1nc(SCc3ccc(C(=O)O)cc3)nc1N2 (stereo not given)	0.97	2	-7	-4	1.1	1.2	0	-3	-1
CC(O)CNc1nc2c(c(=O)n(Cc3ccc(Cl)cc3)c(=O)n2C)n1C (stereo not given)	0.98	2	-1	-10	1	0.6	0	-3	-4
Cc1cc(=O)oc2cc(Nc3ccccc3)ccc12	1.1	-9	15	2	0.85	1.2	2	0	-4
CCOC(=O)C1CCN(Cc2coc3c(Cl)cc(Cl)cc3c2=O)CC1	1.1	-5	7	4	0.93	1.6	-23	-2	-1
O=C(c1cc([N+](=O)[O-])ccc1N1CCOCC1)N1CCCCC1	0.91	9	5	-5	0.95	0.1	1	-2	-1

Source: PubChem
